ATXN2 expr inh: ATXN2 expression inhibition; hit rate 0.72% among 360,000; HEK-293 ATXN2-luciferase reporter, luminescence, 24 h; Potency, µM (titrated, usually from 57 µM), for inactives: at the top dose activity change, negative = inhibition, actives largely listed as inhibitors; also: potency is read from the fitted curve at half-maximal effect; % is scaled to controls: 0 for no effect and ±100 for the full control effect; nearly all actives have a fitted effect of over 55% in size
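qHTS (up to 57 uM final) was run with 24 h compound exposure of reporter cells at 37 °C. Each well was multiplexed: SteadyGlo luminescence measured ATXN2-luciferase expression after a fluorogenic Gly-Phe-AFC viability readout (25 uM final).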
HT1080-NT tox: kills 2HG-producing HT-1080-NT fibrosarcoma cells. hit rate 1.6% among 360,000. HT-1080-NT fibrosarcoma viability, CellTiter-Glo ATP luminescence, 48 h. AID 686970. Potency, µM (doses to about 46.1 µM), for inactives: at the highest dose activity, negative = less viability, usual class: cytotoxic;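 also: NT is the 2HG producing partner of a matched IDH1 knockdown line; potency is read from the fitted curve at half-maximal effect; 0% = DMSO-treated cells and -100% = media-only wells without cells; nearly all actives have a fitted effect of over 55% in size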
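Read-out is CellTiter-Glo luminescence after 10 minutes at room temperature, following 48 hours' compound treatment of HT-1080-NT cells (750 cells/well, RPMI, 5% FBS, 37 degrees C).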
MCF10A rerep: inducers of DNA re-replication in MCF 10A breast cells | MCF 10A DNA re-replication, Hoechst nuclear intensity, 48 h | hit rate 2.9% among 350,000 | Potency, µM (series often up to 46.1 µM), inactives show at the top dose activity, positive = re-replication, actives largely listed as activators | AID 624296; also: potency is read from the fitted curve at half-maximal effect; % of control where 0% means no effect; nearly all actives have a fitted effect of over 50% in size
ATXN viability: cell viability loss in ATXN counter-screen; AID 651635; Potency, µM (highest dose often 56.7 µM), most hits filed as cytotoxic; hit rate 0.49% among 400,000; S2 cells (HEK-293 line with an ATXN2-luciferase reporter) viability, CellTiter-Fluor protease fluorescence, 24 h; also: potency is read from the fitted curve at half-maximal effect; nearly all actives have a fitted effect of over 40% in size
KB-V1 MDR tox: kills drug-selected multidrug resistant KB-V1 cells; hit rate 3.4% among 400,000; Potency, µM (highest dose often 46.1 µM), inactives show top-dose activity change, negative = cytotoxicity, most hits filed as cytotoxic; KB-V1 MDR cells viability, CellTiter-Glo, 72 h; also: potency is read from the fitted curve at half-maximal effect; % is scaled to controls: 0 for no effect and ±100 for the full control effect; nearly all actives have a fitted effect of over 60% in size
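Drug-selected KB-V1 cells, grown in DMEM lacking phenol red with 10% FBS, receive compound titrations; after three days at 37 degrees C, surviving cell ATP is quantified by CellTiter-Glo luminescence and responses normalized and curve-fitted.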
SW480 rerep: DNA re-replication induction in SW480 cells; SW480 DNA re-replication, Hoechst DNA content imaging, 48 h; Potency, µM (highest dose often 46.1 µM), without a hit: at the top dose re-replication activation, most hits filed as activators; hit rate 1.8% among 340,000; also: potency is read from the fitted curve at half-maximal effect; % of control where 0% means no effect; nearly all actives have a fitted effect of over 55% in size
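First, 250 cells per well were seeded. Next, compound or vehicle (23 nL) was pinned in, plates sat 48 hr at 37 C. Finally Hoechst was added for 40 min before fluorescence scanning.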
HT1080 IDH1KD tx: HT-1080 IDH1 knockdown cell toxicity (counter line). hit rate 2% among 360,000. HT-1080 IDH1 knockdown viability, ATP luminescence, 48 h. Potency, µM (top dose mostly 46.1 µM), for the others: at the highest dose activity, negative = toxicity, actives largely listed as cytotoxic;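 also: potency is read from the fitted curve at half-maximal effect; 0% = DMSO wells and -100% = cell-free medium wells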
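CellTiter-Glo luminescence after 48 h compound exposure at 37 degrees C of IDH1-knockdown HT-1080 cells in 5% FBS RPMI. %Activity scaled between DMSO wells and cell-free media wells, with curves fitted and assigned curve classes.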
IL1B secr inh: inflammasome signaling inhibition, IL-1 beta readout | THP-1 LPS/ATP IL-1B secretion, AlphaLISA, 16 h; hits give low values | activity change, % at 57.5 µM | hit rate 4.7% among 360,000; in the data active = activity change below about -50%; inconclusive = mostly about -30% to -49%; also: % is scaled to controls: 0 for no effect and ±100 for the full control effect
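Secreted IL-1B measured by AlphaLISA bead assay after 16 h compound exposure of THP-1 cells; compounds (final up to 57.5 uM) added 1 h before LPS (250 ng/mL) and ATP (1.25 mM) stimulation; lower signal means less secretion.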
KB-3-1 tox: KB-3-1 parental cell cytotoxicity; KB-3-1 viability, CellTiter-Glo ATP luminescence, 72 h; Potency, µM (series often up to 46.1 µM), inactives show at the top dose activity change, negative = cytotoxic, usual class: cytotoxic; hit rate 1.4% among 400,000; also: potency is read from the fitted curve at half-maximal effect; % is scaled to controls: 0 for no effect and ±100 for the full control effect; nearly all actives have a fitted effect of over 60% in size
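Cells are dispensed, compounds pinned in, plates held at 37 °C for 72 h, then CellTiter-Glo is added and luminescence read after 10 minutes. Cell line: parental KB-3-1 in phenol-red-free DMEM, 10% FBS.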
The depositor's hits bear a star; i = inactive; ? = inconclusive; · = not tested or not shown; [ ] = dose if it differs, or a comment. Unless noted, calls follow the shape of the dose curve; as a rule, active = well fitted curve in the direction sought with a large enough effect; inconclusive = small, poorly fitted or top-dose-only effect, or another doubt; inactive = no such curve, though single readings can be large; an effect the other way counts as inactive or inconclusive.

SMILES	ATXN2 expr inh	HT1080-NT tox	MCF10A rerep	ATXN viability	KB-V1 MDR tox	SW480 rerep	HT1080 IDH1KD tx	IL1B secr inh	KB-3-1 tox
COc1ccc(-c2cn3c(C)c(C(=O)Nc4cccc(NC(C)=O)c4)sc3n2)cc1	·	6.0%	9.9%	·	28.7%	-5.4%	12.3%	7.4	-6.3%
COC(=O)CSc1nc(C)cc(C)n1	-30.7%[11.3 µM]	12.0%	?	i	-10.3%	?	-14.9%	15.8	6.3%
CCOC(=O)CNNC(=O)Nc1ccc(Cl)c(Cl)c1	-12.0%	10.6%	-0.9%	i	?	-2.4%	12.0%	-19.6	14.5%
COc1cc(/C=C/C(=O)NCc2nc3ccccc3[nH]2)cc(OC)c1OC	14.2%	16.0%	1.8%	i	-10.3%	-1.7%	1.5%	-20.3	-4.3%
O=S(=O)(c1ccc(OCC(O)CN2CCN(c3ccc(F)cc3)CC2)cc1)N1CCOCC1 (stereo unspecified)	-22.1%	0.0%	-0.2%	i	?	-10.1%	4.6%	3.4	4.8%
CCOC(=O)N1CCN(C(=O)c2ccc([N+](=O)[O-])cc2Cl)CC1	14.7%	7.3%	-0.4%	i	20.2%	0.9%[9.22 µM]	2.7%	12.0	10.4%
CCOC(=O)C(C#N)=CN1CCN(C(=O)CCCl)c2ccccc21	3.7%	-0.1%	-2.2%	i	-29.9%	?	8.3%	?	?
O=C(CSc1nnc(-c2ccc(Br)o2)n1Cc1ccccc1)c1ccccc1F	1.5%	-21.9%	?	i	-16.3%	3.8%	-8.1%	-14.9	-0.4%
CCOP(=O)(O)c1ccccc1OCCOc1ccccc1P(=O)(O)OCC	-11.5%	4.4%	2.4%	i	0.5%	-14.9%	9.4%	-17.0	6.0%
O=C(O)CNc1nc(-c2ccccc2)nc2c1oc1ccccc12	2.3%	-7.8%	6.7%	i	?	1.0%	-22.9%	71.1	-4.6%
COc1ccccc1C(CNC(=O)c1cccc(NS(=O)(=O)c2ccc(C)c(F)c2)c1)N(C)C (stereo unspecified)	-6.0%	-0.4%	5.8%	i	3.4%	0.6%	-1.2%	-7.1	0.0%
Cc1ccccc1-c1cc(C(=O)NCc2cccc(Br)c2)nn1CC1CC(c2cccc([N+](=O)[O-])c2)=NO1 (stereo unspecified)	-2.4%	-6.5%	36.1%	i	-4.7%	-15.8%	-5.9%	-6.7	0.8%

Part of the list above in order of formula weight, falling:
SMILES	ATXN2 expr inh	HT1080-NT tox	MCF10A rerep	ATXN viability	KB-V1 MDR tox	SW480 rerep	HT1080 IDH1KD tx	IL1B secr inh	KB-3-1 tox
COc1ccc(-c2cn3c(C)c(C(=O)Nc4cccc(NC(C)=O)c4)sc3n2)cc1	·	6.0%	9.9%	·	28.7%	-5.4%	12.3%	7.4	-6.3%
CCOC(=O)CNNC(=O)Nc1ccc(Cl)c(Cl)c1	-12.0%	10.6%	-0.9%	i	?	-2.4%	12.0%	-19.6	14.5%
COC(=O)CSc1nc(C)cc(C)n1	-30.7%[11.3 µM]	12.0%	?	i	-10.3%	?	-14.9%	15.8	6.3%

Continued:
SMILES	ATXN2 expr inh	HT1080-NT tox	MCF10A rerep	ATXN viability	KB-V1 MDR tox	SW480 rerep	HT1080 IDH1KD tx	IL1B secr inh	KB-3-1 tox
CC(NCc1ccc(OCC(N)=O)cc1)C12CC3CC(CC(C3)C1)C2 (stereo unspecified)	-6.9%	-17.1%	-0.1%	i	?	9.8%	-23.8%	-16.8	-5.3%
C=CCN(C(=O)c1csnn1)C(C(=O)NC1CCCC1)c1ccc(Cl)cc1 (stereo unspecified)	15.8%	1.0%	-1.4%	i	?	-3.2%	4.7%	14.7	-8.4%
CCOc1ccc(NC(=O)c2ccccc2NS(C)(=O)=O)cc1	29.1%	6.9%	?	?	-0.4%	-7.4%	2.9%	-7.6	7.4%
Cc1cc(C)n(CCNC(=O)c2ccco2)n1	18.0%	-9.3%	-3.2%	i	1.7%	-48.8%[inhibitor]	25.2%	18.7	16.0%
O=S(=O)(Oc1ccccc1)c1ccc(Cl)c(Cl)c1	-3.4%	25.1%	-15.1%	i	?	-8.9%	20.0%	-13.1	-2.1%
COc1cc(OC)c(C2C=C(c3ccc(C)cc3)Nc3c(C(=O)Nc4ccccc4)cnn32)cc1OC (stereo unspecified)	-19.7%	·	·	i	17.3%	·	·	·	17.7%
O=C(O)c1cccc(CN2C(=O)c3ccccc3C2=O)c1	8.5%	1.5%	4.5%	i	-1.8%	-1.9%	-3.4%	4.3	0.3%
Oc1ccc(N=Cc2ccc(-c3cccs3)s2)cc1	?	-27.9%[9.24 µM]	?	i	2.2%	?	10µM*	14.1	-3.0%
CCNC(=O)C1CCCN(C(=O)c2ccco2)CC1 (stereo unspecified)	15.2%	29.9%	·	i	2.2%	·	0.0%	38.4	0.0%
Cc1cc(-c2ccccc2)c2c(=O)[nH][nH]c2n1	-7.1%	4.5%	?	?	8.4%	-6.5%	2.3%	9.0	27.5%
COC(=O)c1cc(Cl)cc2c(C)c(C3(O)CCCCC3)[nH]c12	4.5%	0.0%	?	i	?	-5.2%	0.1%	23.3	4.5%
COc1cc(OC)c(OC)cc1CNC(=O)CCN1C(=O)c2cccc([N+](=O)[O-])c2C1=O	4.3%	0.6%	-27.5%	i	13.1%	-18.9%	2.9%	11.0	0.2%
CCC(CC)c1nn2c(N)c(/C=C3\C=Nc4ccccc43)c(=O)nc2s1	2.2%	-7.8%	3.26µM*	?	11.4%	?	-6.3%	4.3	4.5%
CC(OC(=O)CCc1ccccc1)C(=O)Nc1ccc(Cl)cn1 (stereo unspecified)	-1.0%	4.0%	0.0%	i	0.9%	-4.0%	6.4%	9.5	-3.2%
Cc1ccc(C(=O)OCN2C(=O)c3ccccc3C2=O)cc1S(=O)(=O)N1CCOCC1	-4.2%	-2.7%	0.9%	i	-2.5%	5.8%	0.1%	21.8	2.1%
Cc1ccc(C)c(S(=O)(=O)N2CCN(C(=O)c3cccnc3)CC2)c1	2.8%	5.1%	0.8%	i	?	1.3%	8.9%	18.9	-14.8%
O=C(CCNS(=O)(=O)c1ccc2c(c1)CCCC(=O)N2)NCc1ccccc1Cl	13.2%	·	·	i	3.8%	·	·	·	-18.5%
COc1ccccc1/C=C/C(=O)OCC(=O)Nc1ccccc1Sc1ccccc1	-16.1%	2.4%	11.0%	i	-4.9%	-2.2%	-7.4%	0.0	?
O=C(NC1CCS(=O)(=O)C1)c1cccc(Cl)c1 (stereo unspecified)	3.5%	13.0%	-3.3%	i	10.8%	-545.6%[inhibitor]	8.0%	-3.1	3.2%
CCCCc1nn2c(=O)cc(COC(=O)c3cccc(NC(=O)COc4ccccc4)c3)nc2s1	9.1%	·	·	i	21.2%	·	·	·	5.5%
CCn1c(SCC(=O)N(C)CC(=O)Nc2ccc(OC)cc2)nnc1-c1ccco1	-2.2%	-0.1%	0.1%	i	-10.7%	-3.1%	-4.4%	19.1	16.9%
O=C(NC1CCCCC1)N1CCN(c2ccc([N+](=O)[O-])cc2)CC1	-22.2%	-4.0%	15.6%	i	-27.3%	-7.9%	-1.6%	?	-18.1%
C=CCn1c(SCc2cc(=O)n3ccsc3n2)nnc1C1CCCCC1	-7.0%	6.3%	-11.8%	i	-8.3%	-10.6%	12.4%	11.1	0.1%
COc1cccc(/C=C2\SC(=S)N(CCCC(=O)N(CCO)c3ccccc3)C2=O)c1	22.4µM*	?	?	?	?	?	?	-55.6*	?
COC(=O)c1cc(NS(=O)(=O)c2ccc3c(c2)OCCO3)ccc1Cl	-11.3%	·	·	i	?	·	·	·	-8.5%
Cc1ccccc1NC(=O)CSc1nc2ccccc2c(=O)n1CC1CCCO1 (stereo unspecified)	-11.1%	-7.7%	5.3%	i	0.0%	4.3%	0.2%	-12.1	-1.9%
O=[N+]([O-])c1cccc(-c2nnc3n2CCCCC3)c1	-7.3%	21.0%	-12.1%	i	?	-15.6%	16.1%	-16.8	0.1%
COc1ccc(CN2CCN(CC=C(C)C)C(CCO)C2)cc1Cn1cncn1 (stereo unspecified)	7.9%[11.3 µM]	-6.2%	-6.8%	i	-8.1%	3.3%	-5.0%	-2.2	1.4%
COc1ccc(NC(=O)c2ccco2)cc1NC(=O)COc1ccc(Cl)cc1C	-23.6%	·	·	?	8.7%	·	·	·	-9.2%
COc1ccc(C2(CNC(=O)C(=O)Nc3ccccc3C)CCCC2)cc1OC	-19.1%	·	·	i	2.9%	·	·	·	0.3%
O=C(N/N=C/C=C/c1ccc2c(c1)OCO2)c1ccc([N+](=O)[O-])cc1	?	4.1%	1.0%	i	18.1%	-0.8%	3.5%	-2.7	5.0%
CC(C)(C)SCCNC(=O)c1cccc([N+](=O)[O-])c1	18.4%	17.1%	-5.6%	i	28.1%	-0.6%	21.2%	3.6	-4.1%
COc1ccccc1N1CCN(C(=O)c2cccc(Oc3ccccc3)c2)CC1	-13.7%	-14.3%	14.6%	i	-6.5%	-42.0%[inhibitor]	-10.2%	21.8	?
CSCCC(NC(=O)c1ccc([N+](=O)[O-])cc1Cl)C(=O)OCC(=O)C12CC3CC(CC(C3)C1)C2 (stereo unspecified)	·	-2.8%	0.2%	?	7.8%	-3.9%	-1.9%	18.7	13.6%
Cc1ccc(NC(=O)Cn2c(=O)n(-c3ccccc3)c(=O)c3c4c(sc32)CCCC4)cc1	11.9%	·	·	i	-10.2%	·	·	·	-8.2%
O=C(COc1ccccc1Cl)N1CCN(c2ncccn2)CC1	3.5%	12.2%	-2.7%	i	?	11.1%	-5.3%	1.6	-0.5%
COc1cccc(-c2nc(N3CCCCC3C)c3ccccc3n2)c1O (stereo unspecified)	14.0%	?	?	?	2.6%	5.0%	?	9.6	14.3%

Assay outcomes as filed in PubChem.
